High-throughput results: PubChem, several laboratories
AID2073 – disruptors of CaV2.2 binding to Mint1 – biochemical, HTRF (AID 2073); HTRF protein-protein interaction, Mint1-CaV2.2; higher % means a stronger effect; 290,000 tested, 0.19% active; inhibition, % at 20 µM, or IC50 in µM where a hit was titrated; in the data active means inhibition mostly above about 51%, no sharp cut-off; inconclusive means no clear call, values can overlap the other calls; inactive means mostly below about 53%; further: some results filed as inactive read as strong as hits
Dengue-2 NS5 capping – flavivirus cap methylation enzyme inhibition – biochemical, confirmation dose response, primary screen (AID 588689); Dengue-2 NS5 methyltransferase capping enzyme assay, biochemical; higher % means a stronger effect; inhibition, % at 25 µM, or IC50 in µM where a hit was titrated; 340,000 tested, 0.3% active; in the data active means a potency from the dose series; inconclusive means inhibition above about 29% without an active follow-up result
Yfh1-depleted yeast – mitochondrial function rescue without frataxin homolog – Friedreich's ataxia, plus single-dose screen, dose response (AID 1465). S. cerevisiae Yfh1-off respiration, WST-1 reduction, 72 h; higher fold induction means a stronger effect. fold induction at 50 µM; hits with a dose series show EC50 in µM. 220,000 tested, 0.074% active;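 active means fold induction of absorbance versus untreated yeast above a set limit, then at least 30% activation at any dose in follow-up; inconclusive means repeats straddling the limit, or above it without dose testing; inactive means fold induction below the set limit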;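 further: activators that raise dye reduction in frataxin-depleted yeast; strong numbers were not always called active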
MgcRacGAP inhibition – MgcRacGAP GTPase-activating activity inhibitors, confirmation, biochemical, ADP Hunter fluorescence. MgcRacGAP-stimulated Rac1 GTP hydrolysis, ADP Hunter fluorescence; higher % means a stronger effect; GST-tagged Rac1 F28L mutant substrate. one-dose inhibition, % at 30 µM; IC50 in µM for titrated hits. 340,000 tested, 0.6% active;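 active means first-screen hits whose inhibition reached a set limit at any dose in the follow-up dose series; inconclusive means inhibition above the set first-screen limit but never retested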;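 further: fluorescence reports GDP produced by GAP-driven GTP hydrolysis; strong numbers were not always called active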
GPR55 activation – GPR55 agonists via beta-arrestin recruitment, primary screen, imaging, U2OS cells, beta-arrestin-GFP redistribution (AID 1961); one-dose activation, % at 10 µM; EC50 in µM for titrated hits; 290,000 tested, 0.048% active; U2OS GPR55 beta-arrestin-GFP redistribution imaging; higher % means a stronger effect;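 active means activation above 40% with more than 50 cells counted in the well; inconclusive means wells holding fewer than 50 cells, flagged as toxic or sparse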;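 further: U2OS osteosarcoma cells stably expressing GPR55 and beta-arrestin-GFP; plate controls were DMSO negative control for no effect and LPI positive control for full effect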
SV40 large T antigen – TAg ATPase/helicase activity blockers – biochemical (AID 1903). SV40 large T antigen ATPase/helicase inhibition assay; higher % means a stronger effect. inhibition, % at 20 µM, or IC50 in µM where a hit was titrated. 310,000 tested, 0.39% active; in the data active means a potency from the dose series; inconclusive means inhibition mostly from about 32% at the one dose, without a potency; inactive means the rest, 99 in 100 with inhibition below about 32%; further: strong numbers were not always called active
GPR35 antagonists – inhibition of zaprinast-stimulated GPR35 beta-arrestin translocation – imaging, U2OS, beta-arrestin-GFP, zaprinast agonist, primary screen (AID 2058); 290,000 tested, 0.052% active; inhibition, % at 10 µM; hits with a dose series show IC50 in µM; U2OS GPR35 beta-arrestin-GFP translocation imaging, zaprinast antagonism; higher % means a stronger effect;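 active means inhibition of at least 50% with at least 30 cells and total cytoplasm GFP at most 10,000,000; inconclusive means under 30 cells or total GFP of 10,000,000 plus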
NTR1 agonist – agonists of NTR1, primary screen, imaging, U2OS cells, beta-arrestin-GFP, high content (AID 493036); P30989; NTR1-U2OS beta-arrestin-GFP spot imaging, agonist mode; activation, % at 20 µM; 330,000 tested, 0.17% active;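 active means activation at or above 40% of the spot to cytoplasm intensity ratio, with at least 20 cells analyzed; inconclusive means wells under 20 cells, flagged as cytotoxic or low count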;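 further: 0% = DMSO without peptide and 100% = 100 nM NTR1 peptide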
Target sequence (P30989 whole entry, looked up): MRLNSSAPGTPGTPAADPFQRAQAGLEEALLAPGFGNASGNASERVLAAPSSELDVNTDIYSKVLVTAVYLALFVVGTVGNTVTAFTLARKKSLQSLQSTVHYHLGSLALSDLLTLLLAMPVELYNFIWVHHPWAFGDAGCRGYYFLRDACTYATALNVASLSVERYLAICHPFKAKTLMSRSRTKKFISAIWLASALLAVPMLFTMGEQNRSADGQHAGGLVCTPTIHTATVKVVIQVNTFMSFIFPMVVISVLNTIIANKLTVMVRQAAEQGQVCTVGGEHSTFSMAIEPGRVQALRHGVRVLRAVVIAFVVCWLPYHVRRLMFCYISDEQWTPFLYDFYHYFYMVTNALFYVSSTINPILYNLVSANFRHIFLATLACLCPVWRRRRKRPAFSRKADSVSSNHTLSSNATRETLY
GPR55 LPI antagonism – GPR55 antagonists blocking LPI-driven arrestin recruitment, primary screen, imaging, U2OS, beta-arrestin-GFP, LPI agonist (AID 2013); 290,000 tested, 0.13% active; one-dose inhibition, % at 10 µM; IC50 in µM for titrated hits; U2OS GPR55 beta-arrestin-GFP translocation imaging, LPI antagonism; higher % means a stronger effect;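 active means spots per cell inhibited over 60%, with over 100 cells counted and total cytoplasm intensity under 500,000; inconclusive means wells with under 100 cells, flagged as likely toxic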;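 further: U2OS cells stably carrying GPR55 and arrestin-GFP stimulated by 5 µM LPI near EC80; imaged beta-arrestin-GFP aggregate spots per cell after agonist stimulation; plate controls were LPI-stimulated DMSO wells for no effect and DMSO wells without LPI for full effect; some results filed as inactive read as strong as hits; confirmed hits need IC50 under 10 µM and bright autofluorescent wells are also inconclusive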
NTR1 agonist cell count 20 µM – second read-out of NTR1 agonist, no call of its own (marks repeat the call); cell count; measured here: cell count, cytotoxicity flag
Starred values were filed as active, the others as inactive.

For COc1ccc(C(=O)Oc2ccc3c(c2)OCO3)cc1OC the results were AID2073 38%, Dengue-2 NS5 capping -4%, Yfh1-depleted yeast inactive, MgcRacGAP inhibition 8%, GPR55 activation -0.2%, SV40 large T antigen 7%, GPR35 antagonists 0%, NTR1 agonist -2.9 and NTR1 agonist cell count 20 µM 88.
CCC(C)NC(=O)c1ccc2c(c1)S(=O)(=O)c1ccccc1C2=O (stereo not drawn) was read as AID2073 -1%, Dengue-2 NS5 capping -6%, MgcRacGAP inhibition 8%, GPR55 activation 0.8%, SV40 large T antigen 15%, GPR35 antagonists -3%, NTR1 agonist 0.1, GPR55 LPI antagonism -5% and NTR1 agonist cell count 20 µM 60.
`O=C(O)c1ccc(N2CC3CC(C2)c2cccc(=O)n2C3)c(NS(=O)(=O)c2cccc(C(F)(F)F)c2)c1` (stereo not drawn) gave AID2073 0%, Dengue-2 NS5 capping 15%, Yfh1-depleted yeast inactive, MgcRacGAP inhibition -4%, GPR55 activation -0.6%, SV40 large T antigen 7%, GPR35 antagonists 3%, NTR1 agonist 0.1, GPR55 LPI antagonism 10% and NTR1 agonist cell count 20 µM 40.
`CC(=O)c1ccc(NC(=O)C(C)N2CCN(C/C=C/c3ccccc3)CC2)cc1` (stereo not drawn) gave AID2073 11%, Dengue-2 NS5 capping -11%, Yfh1-depleted yeast inactive, MgcRacGAP inhibition 5%, GPR55 activation 0.6%, SV40 large T antigen 23%, GPR35 antagonists -4%, NTR1 agonist 1.2, GPR55 LPI antagonism 2% and NTR1 agonist cell count 20 µM 29.
`O=C(NCCN1CCOCC1)c1ccccc1Cl` gave AID2073 -1%, Dengue-2 NS5 capping 0%, MgcRacGAP inhibition 10%, GPR55 activation -0.1%, SV40 large T antigen 3%, GPR35 antagonists -3%, NTR1 agonist -1.4, GPR55 LPI antagonism 2% and NTR1 agonist cell count 20 µM 67.
CCCCC1CCC(c2ccc(C(N)=O)cc2)CC1 (stereo not drawn) was read as AID2073 8%, Dengue-2 NS5 capping 0%, Yfh1-depleted yeast inactive, MgcRacGAP inhibition 10%, GPR55 activation -0.3%, SV40 large T antigen 8%, GPR35 antagonists -7%, NTR1 agonist 1.2, GPR55 LPI antagonism -6% and NTR1 agonist cell count 20 µM 74.
For CS(=O)(=O)c1ccccc1C(=O)Nc1nc2ccccc2[nH]1 the results were AID2073 -3%, Dengue-2 NS5 capping -9%, Yfh1-depleted yeast inactive, MgcRacGAP inhibition 7%, GPR55 activation 0.7%, SV40 large T antigen 5%, GPR35 antagonists 7%, NTR1 agonist 3.1, GPR55 LPI antagonism -11% and NTR1 agonist cell count 20 µM 60.
`O=C1C=C(Nc2ccc(Cl)cc2)CC(c2ccc(Cl)cc2)C1` (stereo not drawn) gave AID2073 inconclusive, Dengue-2 NS5 capping -1%, Yfh1-depleted yeast inactive, MgcRacGAP inhibition 1%, GPR55 activation 0.0%, SV40 large T antigen -4%, GPR35 antagonists -13%, NTR1 agonist 3.7, GPR55 LPI antagonism 0% and NTR1 agonist cell count 20 µM 43.
For O=C(CN1CCOCC1)Nc1cc(C(F)(F)F)ccc1Cl the results were AID2073 3%, Dengue-2 NS5 capping 3%, Yfh1-depleted yeast inactive, MgcRacGAP inhibition 9%, GPR55 activation 0.9%, SV40 large T antigen 3%, GPR35 antagonists -17%, NTR1 agonist -1.6, GPR55 LPI antagonism 7% and NTR1 agonist cell count 20 µM 63.
Cc1c(-n2c(-c3ccccc3Cl)n[nH]c2=S)c(=O)n(-c2ccccc2)n1C was read as AID2073 -2%, Dengue-2 NS5 capping -11%, Yfh1-depleted yeast inactive, MgcRacGAP inhibition 1%, GPR55 activation 0.5%, SV40 large T antigen 9%, GPR35 antagonists 14%, NTR1 agonist 0.3, GPR55 LPI antagonism 6% and NTR1 agonist cell count 20 µM 63.
`CC1(C)Cc2c(cnn2-c2cccc(F)c2)C(NC(=O)c2ccc[n+]([O-])c2)C1` (stereo not drawn) gave AID2073 2%, Dengue-2 NS5 capping -4%, MgcRacGAP inhibition 3%, GPR55 activation -0.1%, SV40 large T antigen 18%, GPR35 antagonists -4%, NTR1 agonist 0.1, GPR55 LPI antagonism 5% and NTR1 agonist cell count 20 µM 47.
COc1ccc(CNC(=O)C2CC(c3cccc([N+](=O)[O-])c3)=NO2)cc1 (stereo not drawn) was read as AID2073 -6%, Dengue-2 NS5 capping -9%, Yfh1-depleted yeast inactive, MgcRacGAP inhibition 4%, GPR55 activation -0.1%, SV40 large T antigen 3%, GPR35 antagonists -6%, NTR1 agonist 0.8, GPR55 LPI antagonism -6% and NTR1 agonist cell count 20 µM 43.
O=C(Cc1ccc([N+](=O)[O-])cc1)Nc1ccc2c(c1)OCO2 was read as AID2073 8%, Dengue-2 NS5 capping -7%, Yfh1-depleted yeast inactive, MgcRacGAP inhibition 9%, GPR55 activation 0.2%, SV40 large T antigen 21%, GPR35 antagonists 2%, NTR1 agonist -0.4, GPR55 LPI antagonism 7% and NTR1 agonist cell count 20 µM 44.
Screening CCn1c(SCc2ccc(C#N)cc2)nnc1-c1ccc(S(=O)(=O)N2CCCCC2)cc1 returned AID2073 -23%, Dengue-2 NS5 capping -19%, Yfh1-depleted yeast inactive, MgcRacGAP inhibition 7%, GPR55 activation -0.2%, SV40 large T antigen 11%, GPR35 antagonists -2%, NTR1 agonist 1.6, GPR55 LPI antagonism 2% and NTR1 agonist cell count 20 µM 82.
Screening Cc1cc2cc(CCNC(=O)c3ccc(S(=O)(=O)N4CCCC4)cc3)c(=O)[nH]c2cc1C returned AID2073 0%, Dengue-2 NS5 capping -1%, MgcRacGAP inhibition 5%, GPR55 activation -0.1%, SV40 large T antigen 4%, GPR35 antagonists 0%, NTR1 agonist 3.6, GPR55 LPI antagonism 0% and NTR1 agonist cell count 20 µM 64.
`CCC(CC)c1nnc(NC(=O)c2c(C)nn(Cc3ccccc3Cl)c2C)s1` gave AID2073 -6%, Dengue-2 NS5 capping -2%, Yfh1-depleted yeast inactive, MgcRacGAP inhibition -4%, GPR55 activation -0.1%, SV40 large T antigen -8%, GPR35 antagonists -1%, NTR1 agonist 5.3, GPR55 LPI antagonism -1% and NTR1 agonist cell count 20 µM 55.
NC(=O)COC(=O)CC12CC3CC(CC(Br)(C3)C1)C2 was read as AID2073 -2%, Dengue-2 NS5 capping -2%, Yfh1-depleted yeast inactive, MgcRacGAP inhibition 0%, GPR55 activation -0.2%, SV40 large T antigen 8%, GPR35 antagonists -8%, NTR1 agonist -1.3, GPR55 LPI antagonism 0% and NTR1 agonist cell count 20 µM 40.
For CN(C)c1ccc(/C=C(/NC(=O)c2ccccc2)C(=O)NCCCn2ccnc2)cc1 the results were AID2073 7%, Dengue-2 NS5 capping -102%, MgcRacGAP inhibition 11%, GPR55 activation -0.2%, SV40 large T antigen 29%, GPR35 antagonists 8%, NTR1 agonist 0.2, GPR55 LPI antagonism 3% and NTR1 agonist cell count 20 µM 75.
Screening COC(=O)CCC(=O)Nc1ccccc1C(=O)Nc1ccccc1 returned AID2073 -1%, Dengue-2 NS5 capping 5%, Yfh1-depleted yeast inactive, MgcRacGAP inhibition 8%, GPR55 activation -0.2%, SV40 large T antigen 10%, GPR35 antagonists 13%, NTR1 agonist 1.5, GPR55 LPI antagonism 4% and NTR1 agonist cell count 20 µM 43.
Screening Cc1ccccc1NC(=O)OCc1cn(-c2ccc(Cl)cc2)nn1 returned AID2073 2%, Dengue-2 NS5 capping -2%, Yfh1-depleted yeast inactive, MgcRacGAP inhibition 8%, GPR55 activation 0.0%, SV40 large T antigen 5%, GPR35 antagonists 2%, NTR1 agonist -2.4, GPR55 LPI antagonism 9% and NTR1 agonist cell count 20 µM 99.
For CCOC(=O)c1nn(-c2ccccc2)c2nc(-c3ccc(OC)cc3)c(C#N)c(=O)n12 the results were AID2073 -2%, Dengue-2 NS5 capping -5%, Yfh1-depleted yeast inactive, MgcRacGAP inhibition 9%, GPR55 activation -0.3%, SV40 large T antigen 25%, GPR35 antagonists 13%, NTR1 agonist 5.7, GPR55 LPI antagonism 7% and NTR1 agonist cell count 20 µM 76.
`O=C(COC(=O)C1CCN(S(=O)(=O)c2ccc3c(c2)OCCO3)CC1)Nc1ccccc1OC(F)F` gave AID2073 -1%, Dengue-2 NS5 capping -2%, Yfh1-depleted yeast inactive, MgcRacGAP inhibition 6%, GPR55 activation 0.2%, SV40 large T antigen -3%, GPR35 antagonists -1%, NTR1 agonist 1.9, GPR55 LPI antagonism -10% and NTR1 agonist cell count 20 µM 49.
Screening COc1ccccc1CN(CC(=O)NCC1CCCO1)C(=O)CNS(=O)(=O)c1ccc(C)cc1 (stereo not drawn) returned AID2073 2%, Dengue-2 NS5 capping -3%, Yfh1-depleted yeast inactive, MgcRacGAP inhibition 9%, GPR55 activation 0.3%, SV40 large T antigen 14%, GPR35 antagonists 7%, NTR1 agonist 0.0, GPR55 LPI antagonism 12% and NTR1 agonist cell count 20 µM 65.
Screening Nc1c(C(=O)NCc2ccco2)sc2nc3c(cc12)C(=O)CCC3 returned AID2073 34%, Dengue-2 NS5 capping 10%, Yfh1-depleted yeast inactive, MgcRacGAP inhibition 6%, GPR55 activation -0.1%, SV40 large T antigen 15%, GPR35 antagonists 11%, NTR1 agonist 4.3, GPR55 LPI antagonism -8% and NTR1 agonist cell count 20 µM 55.
Screening CC(C)(C)NC(=O)Cn1c(SCC(=O)NC2CCCCC2)nc2ccccc21 returned AID2073 3%, Dengue-2 NS5 capping -2%, Yfh1-depleted yeast inactive, MgcRacGAP inhibition 10%, GPR55 activation -0.3%, SV40 large T antigen 21%, GPR35 antagonists -14%, NTR1 agonist 2.2, GPR55 LPI antagonism 3% and NTR1 agonist cell count 20 µM 60.
`CCCCn1cnc2c1c(=O)[nH]c(=O)n2CCCC` gave AID2073 -2%, Dengue-2 NS5 capping -7%, Yfh1-depleted yeast inactive, MgcRacGAP inhibition 6%, GPR55 activation 0.0%, SV40 large T antigen 7%, GPR35 antagonists -5%, NTR1 agonist 0.5, GPR55 LPI antagonism -15% and NTR1 agonist cell count 20 µM 62.
